From PubChem
IL2 activator – IL-2 activation; hit rate 0.065% among 360,000; activation, % (series mostly up to about 46 µM); IL-2 activation reporter assay, cell-based qHTS; stimulated with anti-CD3/CD4/CD28 beads; in transgenic mouse T cells; in the data active = activation above about 50%; inconclusive = mostly about 30% to 49%; note: 0% is about no effect
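Readout: EGFP and DsRed signals by fluorescent plate cytometry. Unstimulated transgenic mouse T cells received compound 60 min before antibody-bead stimulation, then incubated 18 h at 37 degrees C.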
EPAC1 antag – EPAC1 (human) antagonism; O95398; hit rate 0.14% among 360,000; EPAC1 GEF assay, Rap1b-BODIPY-GDP exchange fluorescence; Potency, µM (top dose mostly 115 µM), inactives show top-dose activity change, negative = inhibition, hits mostly inhibitors;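 note: potency is the fitted concentration of half-maximal effect; plate controls were vehicle for no effect and positive control for full effect; nearly all actives have a fitted effect of over 50% in size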
Target sequence (O95398 whole entry, looked up): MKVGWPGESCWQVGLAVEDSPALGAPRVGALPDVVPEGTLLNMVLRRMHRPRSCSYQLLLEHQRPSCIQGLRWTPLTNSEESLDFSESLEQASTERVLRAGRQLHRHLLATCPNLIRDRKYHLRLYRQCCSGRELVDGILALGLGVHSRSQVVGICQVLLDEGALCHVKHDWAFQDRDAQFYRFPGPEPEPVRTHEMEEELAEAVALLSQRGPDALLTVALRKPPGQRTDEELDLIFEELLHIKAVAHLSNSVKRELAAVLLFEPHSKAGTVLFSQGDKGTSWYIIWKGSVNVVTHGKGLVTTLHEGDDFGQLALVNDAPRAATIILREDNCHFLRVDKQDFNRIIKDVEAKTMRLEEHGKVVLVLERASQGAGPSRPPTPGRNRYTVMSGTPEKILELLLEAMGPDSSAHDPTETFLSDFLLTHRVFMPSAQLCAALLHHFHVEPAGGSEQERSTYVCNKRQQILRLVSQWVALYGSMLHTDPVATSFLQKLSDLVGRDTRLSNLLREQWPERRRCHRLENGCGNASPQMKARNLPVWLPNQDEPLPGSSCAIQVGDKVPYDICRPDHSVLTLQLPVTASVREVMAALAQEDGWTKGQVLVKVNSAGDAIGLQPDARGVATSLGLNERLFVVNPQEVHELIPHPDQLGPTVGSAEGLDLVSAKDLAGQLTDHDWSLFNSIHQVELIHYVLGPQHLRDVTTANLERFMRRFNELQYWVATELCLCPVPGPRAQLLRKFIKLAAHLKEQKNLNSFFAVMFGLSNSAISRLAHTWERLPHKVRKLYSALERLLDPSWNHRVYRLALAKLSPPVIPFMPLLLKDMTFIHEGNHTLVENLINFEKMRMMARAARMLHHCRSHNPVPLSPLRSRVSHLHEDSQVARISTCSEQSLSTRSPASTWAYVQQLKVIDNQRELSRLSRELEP
FUS suppressor – FUS proteinopathy suppression in yeast; Potency, µM (series often up to 76.6 µM), inactives show at the top dose growth rescue (activation), most hits filed as activators; hit rate 0.24% among 390,000; S. cerevisiae FUS-expressing, growth rescue, OD600, 24 h;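 note: potency is the fitted concentration of half-maximal effect; plate controls were DMSO vehicle for no effect and reference control for full effect; nearly all actives have a fitted effect of over 55% in size; some results filed as inactive show a strong effect at the top dose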
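Toxicity suppression screen in FUS-yeast. Cells induced with 2% galactose, starting OD 0.005, treated 24hr at 30C with compounds at multiple final concentrations; growth by OD600.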
WRN inhibitor – WRN helicase (human) inhibition. hit rate 0.46% among 360,000. WRN helicase unwinding, fluorescent forked duplex, kinetic. AID 651768. Potency, µM (doses to about 114 µM), without a hit: at the top dose activity change, negative = inhibition, actives largely listed as inhibitors; note: potency is the fitted concentration of half-maximal effect; % is set by controls: 0 for no effect and ±100 for the full control effect; nearly all actives have a fitted effect of over 55% in size
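Screening of the MLSMR collection measured strand separation of a quenched forked DNA duplex (100 nM) by 20 nM WRN with 2 mM ATP, all final. Compounds were preincubated with enzyme 15 min at room temperature.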
Abeta rescue – compounds reversing amyloid beta toxicity in yeast; AID 1347071; hit rate 0.063% among 410,000; Potency, µM (top dose mostly 46.1 µM), inactives show at the top dose growth rescue, actives largely listed as activators; yeast expressing A-beta42, growth rescue, OD600, 48 h; response scale: 0% DMSO, 100% iron-clioquinol control; note: potency is the fitted concentration of half-maximal effect; nearly all actives have a fitted effect of over 55% in size
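Yeast A-beta toxicity model in growth medium with pinned compounds, 48 h at 30 C; growth read as absorbance at 600 nm. Normalized to FeCl3/clioquinol equimolar mix (positive) and DMSO (negative).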
EPAC1 agonist – EPAC1 (human) agonism; O95398; EPAC1 agonist qHTS, biochemical assay; response scale: 100% = response to 6.5 mM cAMP; Potency, µM (doses to about 154 µM), for inactives: top-dose activation, usual class: activators; hit rate 0.073% among 360,000; AID 720707; note: potency is the fitted concentration of half-maximal effect; nearly all actives have a fitted effect of over 60% in size
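Normalized to 6.5 mM cAMP, activity reflects EPAC1-catalysed release of BODIPY-GDP from Rap1B, followed kinetically over 30 min at 480 nm excitation, 540 nm emission. Reaction contained 100 nM EPAC1, 250 nM Rap1B-BODIPY-GDP, 50 uM GDP.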
PLK1 PBD inh – blocks phosphopeptide binding to human PLK1 polo-box domain; P53350; Plk1 PBD binding of FITC phosphopeptide, fluorescence polarization; Potency, µM, without a hit: max response, negative = inhibition, actives largely listed as inhibitors; hit rate 2.8% among 360,000; AID 720504; note: potency is the fitted concentration of half-maximal effect; series mostly up to about 57 µM; % is set by controls: 0 for no effect and ±100 for the full control effect; nearly all actives have a fitted effect of over 65% in size
PI5P4K alpha inh – blocks human PI5P4K alpha kinase activity; P48426; PI5P4Kalpha enzyme, ADP-Glo luminescence, 60 min; active compounds read low; max response, %; hit rate 1.2% among 330,000; active = max response of -50% or lower; inconclusive = between -30% and -50%; inactive = -30% or higher; note: value at the top dose of about 77 µM; % is set by controls: 0 for no effect and ±100 for the full control effect
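Quantitative HTS of the MLSMR library against PI5P4Kalpha with substrate. ATP added last at 5 microM final; room temperature, 60 minutes. Remaining ATP depleted, ADP converted and read as luminescence.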
The depositor's hits bear a star; u = inconclusive; x = not tested or not shown; & = joins results of further samples; [ ] = remark or other dose. Unless noted, calls come from the whole dose curve; as a rule, active = well fitted curve in the direction sought with a large enough effect; inconclusive = small, poorly fitted or top-dose-only effect, or another doubt; inactive = no such curve, though single readings can be large; an effect the other way counts as inactive or inconclusive. Random draw from the library; overall some 4.1% were active at least once.

SMILES	IL2 activator	EPAC1 antag	FUS suppressor	WRN inhibitor	Abeta rescue	EPAC1 agonist	PLK1 PBD inh	PI5P4K alpha inh
O=C(CN1C(=O)COc2ccccc21)NCCCN1CCOCC1	-0.1	-7.0%	2.7%	-0.4%	4.3%	-2.3%	-12.2%	0.1
CCOC(=O)c1c(-c2cccs2)csc1NC(=O)CN(CC)CC	-2.1	-3.9%	-3.4%	-9.1%	-3.3%	14.4%	2.3%	15.4
Cc1cc(NC(=O)COn2nnc3ccccc32)no1	-0.6	-2.3%	7.4%	-25.9%[57.1 µM]	2.3%	5.1%	-9.8%	-2.4
O=C(NC(=O)c1ccncc1)NC(c1ccccc1)c1ccccc1	2.7	6.0%	4.1%	-2.8%	5.6%	9.0%	-20.4%	x
CCOC(=O)c1cccc(NC(=O)CN2C(=O)C3C4C=CC(C4)C3C2=O)c1 (stereo unspecified)	-2.6	-0.6%	10.4%	-0.8%[57.1 µM]	-1.1%	-2.1%	-6.1%	2.9
O=C(Nc1ccc2c(c1)OCCO2)c1[nH]c(C(F)(F)F)nc1-c1ccccc1	1.8	-14.0%	34.1%	-13.2%	10.8%	1.0%	-1.8%	-2.1
CC(C)(C)OC(=O)NCC1CCN(S(=O)(=O)Cc2ccccc2)CC1	-3.0	-8.7%	-16.1%	8.0%	-1.5%	0.9%	-1.3%	-5.9
O=S(=O)(c1cccc(-c2n[nH]c(=S)n2C2CCCC2)c1)N1CCOCC1	-1.7	3.7%	-12.0%	-7.2%	-0.3%	7.9%	-8.4%	-8.9
COc1cc(C(=S)N2CCOCC2)ccc1OC(=O)/C=C/c1ccco1	0.6	1.2%	-16.3%	7.2%	-92.8%[inhibitor]	9.0%	-12.8%	3.6
N#CCSc1nn(-c2ccc(F)cc2)c(=S)s1	0.1	-12.1%	u	u	14.0%	-1.3%	-24.4%	u
O=C(NC(NCc1cccnc1)C(Cl)(Cl)Cl)c1cccc2ccccc12 (stereo unspecified)	-3.2	-3.7%	-6.8%	5.0%	-11.5%	-3.6%	-3.8%	-7.1
CCC/C(=N/Nc1ccc(Cl)cc1)c1cnnc(-c2ccccc2)n1	-1.4	13.6%	-5.4%	2.4%	2.4%	-1.5%	3.0%	1.6
CCOC(=O)C1CCN(c2c(NCc3ccc(C(=O)NC(C)CC)cc3)c(=O)c2=O)CC1 (stereo unspecified)	-0.1	-12.9%	-1.1%	-8.7%	2.8%	1.4%	-2.0%	0.9
CCc1ccc(CN(C(=O)c2oc3ccccc3c2C)C2CCS(=O)(=O)C2)cc1 (stereo unspecified)	-0.5	-13.3%	37.8%	-6.4%	6.8%	-8.9%	-4.4%	12.2
COc1ccc(C)cc1Nc1nc(N)c2cc(OC)c(OC)cc2n1	-1.1	-5.3%	35.3%&35.4%	u	-14.3%&-11.9%	4.6%	-3.3%	-11.5
Cc1cc(NC(=O)c2ccccc2NS(=O)(=O)c2c(C)c(C)cc(C)c2C)no1	0.7	11.4%	4.1%	-4.6%[57.1 µM]	15.3%	-7.0%	-8.3%	x
CC(=O)NNC(=O)c1[nH]c2ccc(Cl)cc2c1-c1ccccc1	1.0	-3.0%	15.1%	6.5%	5.7%	-3.8%	-1.1%	6.7
CC(Cc1ccccc1)C(=O)NCc1nc2ccccc2s1 (stereo unspecified)	0.3	2.4%	0.6%	3.7%	24.4%	-0.8%	-5.6%	5.6
O=C(NCCc1ccccn1)c1ccc(NS(=O)(=O)c2ccc(F)cc2)cc1	4.5	-39.7%	15.4%	-16.7%	5.7%	1.0%	-11.8%	3.5
CCOc1ccccc1C(=O)NC(C(=O)OCC(=O)NNC(=O)c1cccs1)C(C)C (stereo unspecified)	-2.0	9.0%	15.2%	17.6%	11.5%	0.6%	4.7%	4.5
Cc1cc(C)nc(S/C=C/C(=O)c2ccccc2)n1	-4.1	u	0.9%	-24.2%	-64.3%[inhibitor]	-6.2%	2.99µM*	-0.2
O=C(NCc1ccco1)c1cc2c(s1)CCCCC2	-2.2	7.9%	19.3%	-12.9%	14.2%	2.8%	-19.2%	x
CCOc1ccc(N(CC)C(=O)CCNC(=O)Cn2ccc3ccccc3c2=O)cc1	1.2	9.1%	34.9%	10.2%	-3.9%	0.5%	-3.2%	x
CN(C)C(CNC(=O)CCS(=O)(=O)c1ccccc1)c1ccccc1 (stereo unspecified)	-4.0	-11.2%	-1.8%	4.3%	1.5%	-1.2%	5.3%	-0.4
S=c1[nH]c(-c2ccccc2)cn1/N=C/c1cccc2ccccc12	-0.9	-10.9%	20.4%	-6.5%	28.0%	-5.0%	-8.5%	7.1

Structural class: the entries above with four or more nitrogen atoms
SMILES	IL2 activator	EPAC1 antag	FUS suppressor	WRN inhibitor	Abeta rescue	EPAC1 agonist	PLK1 PBD inh	PI5P4K alpha inh
Cc1cc(NC(=O)COn2nnc3ccccc32)no1	-0.6	-2.3%	7.4%	-25.9%[57.1 µM]	2.3%	5.1%	-9.8%	-2.4
O=S(=O)(c1cccc(-c2n[nH]c(=S)n2C2CCCC2)c1)N1CCOCC1	-1.7	3.7%	-12.0%	-7.2%	-0.3%	7.9%	-8.4%	-8.9
CCC/C(=N/Nc1ccc(Cl)cc1)c1cnnc(-c2ccccc2)n1	-1.4	13.6%	-5.4%	2.4%	2.4%	-1.5%	3.0%	1.6
COc1ccc(C)cc1Nc1nc(N)c2cc(OC)c(OC)cc2n1	-1.1	-5.3%	35.3%&35.4%	u	-14.3%&-11.9%	4.6%	-3.3%	-11.5

Continued:
SMILES	IL2 activator	EPAC1 antag	FUS suppressor	WRN inhibitor	Abeta rescue	EPAC1 agonist	PLK1 PBD inh	PI5P4K alpha inh
Cc1ccc(-c2nn(CC(=O)NCC3CCCO3)c(=O)c3ccccc23)cc1 (stereo unspecified)	-0.2	5.8%	9.3%	5.6%	2.4%	-0.4%	1.4%	x
Cc1c(Cl)cccc1NC(=O)CNC(=O)C1CC(=O)N(C2CCCC2)C1 (stereo unspecified)	-0.4	-4.7%	16.1%	-4.6%	1.5%	15.4%	-1.3%	0.2
COCCN1C(=O)N[C@@H](CCc2ccccc2)[C@@H](C(=O)OC)[C@H]1C	-0.1	-5.4%	-9.0%	3.3%	-4.0%	-21.1%	-12.9%	0.2
CCCN(C(=O)CCl)C1=CCCCC1	1.7	-2.0%	-3.0%	4.1%	-19.6%	5.7%	-11.2%	2.3
CCOc1ccc(-n2nnnc2SCC(=O)NNC(=O)c2ccco2)cc1	3.4	-18.5%	6.9%	1.7%	-14.6%	-7.2%	11.9µM*	u
COc1ccc(-c2cc(-c3nnc(COC(=O)c4ccncc4)o3)c3ccccc3n2)cc1OC	-4.4	-5.1%	16.5%	-24.4%	-7.0%	4.0%	6.5%	2.3
CC(C)(C)OC(=O)N1CCN(C(=O)c2[nH]cnc2C(=O)Nc2nccs2)CC1	0.4	4.6%	-12.3%	-11.1%	-6.6%	-6.0%	-3.9%	-5.3
Cc1ccc([C@@H]2C[C@H]3CN(Cc4cccc(Cl)c4)C(=O)[C@]34CCCN24)o1	2.2	u	3.4%	15.1%	-7.0%	-18.2%	u	0.1
CC1(C)CC(=O)C2=C(C1)N(CCN1CCOCC1)C1=C(C(=O)CC(C)(C)C1)C2c1cccc(F)c1	-0.1	-8.5%	9.7%	0.2%	-4.2%	13.7%	-3.2%	5.7
COc1ccc(CCC(=O)Nc2ccc(S(=O)(=O)Nc3nccc(C)n3)cc2)cc1	2.3	-1.4%	40.6%	-0.6%[57.1 µM]	9.6%	13.2%	-9.7%	-5.5
COc1ccc(C(=O)OCC(=O)NCC2CCCCC2)cc1S(=O)(=O)N1CCCc2ccccc21	-2.2	2.6%	13.0%	-8.3%	-1.9%	-1.2%	4.3%	-0.7
Cc1cc(Nc2cccc(Cl)c2)c2ccccc2n1	-0.9	-5.2%	-18.9%	-2.6%	-0.4%	14.4%	-13.3%	-5.7
O=C(COC(=O)c1ccc(F)cc1F)c1ccc[nH]1	-1.0	2.7%	-12.2%	2.0%	11.9%	5.3%	-1.0%	-21.0
COc1cccc(C2CCCCN2Cc2nc(-c3ccc(C)o3)oc2C)c1 (stereo unspecified)	0.1	-7.2%	10.6%	7.5%[57.1 µM]	-10.0%	-4.9%	1.2%	0.1
Fc1ccc2nc3n(c2c1F)CCCCCC3	6.2	10.8%	-10.6%	13.9%	22.8%	2.4%	1.0%	x
O=C(NCCCC1CCCC1)C1CCC(=O)N(Cc2ccc(Cl)cc2)C1 (stereo unspecified)	-3.2	u	43.2%	1.3%	7.1%	-5.3%	-10.6%	3.1
CC(C)Cc1nnc(NC(=O)CCC(=O)N2CC(C)CC(C)C2)s1 (stereo unspecified)	-0.3	-21.6%	4.3%	-0.9%	-5.2%	3.8%	-2.6%	13.1
Cn1c2ccccc2c2nnc(SCC(=O)Nc3cccc(O)c3)nc21	-0.5	-26.6%	-6.6%	-14.0%	-11.1%	11.2%	-27.7%	-0.1
Nc1ccn(CCCNCC(c2ccccc2)c2ccccc2)c(=O)n1	-0.9	-7.4%	1.4%	0.6%	0.6%	-1.1%	-4.5%	-0.9
OCCC1CN(Cc2nc3ccccc3[nH]2)CCN1C1CCCC1 (stereo unspecified)	-2.7	-8.1%	2.5%	3.4%[57.1 µM]	10.8%	2.1%	3.9%	-5.6
Cc1cccc(C(=O)NNC(=O)c2n[nH]c(=O)c3ccccc23)c1C	0.2	2.9%	x	-5.7%	-6.6%	2.2%	3.2%	-24.1
COC(=O)c1ccc(-n2c(CCC(=O)O)ccc2-c2ccccc2)cc1	-2.9	-15.9%	-26.6%	-1.2%	-2.8%	-19.5%	-26.2%	-3.1
Cc1ccc(S(=O)(=O)N2C[C@@H]3[C@H]4CC[C@H](C4)[C@@H]3[C@@H](C)[C@@H]2c2cn(Cc3ccccc3)c3ccc(F)cc23)cc1	0.1	5.1%	30.6%	-4.2%	-11.2%	-11.5%	-3.5%	8.0
COc1ccc(NC(=O)N2CCCC2C(=O)Nc2ccc(C)c(Cl)c2)cc1 (stereo unspecified)	-1.1	0.0%	16.3%	-4.5%	17.2%	5.9%	-0.9%	-3.1
COc1ccc(S(=O)(=O)NCc2cccnc2)cc1C(=O)Nc1ccccc1	-3.6	10.1%	9.1%	-23.4%	13.2%	2.7%	-4.7%	1.2
Cc1cccc2cc(C#N)c(NCCNC(=O)NC3CCCCC3)nc12	-0.9	6.6%	-3.1%	5.5%	7.4%	6.3%	-4.6%	-1.6
